Compound activity from PubChem.
p53 reactivator = restores transcriptional activity of mutant p53. H1299 p53-A138V BP100-luciferase reporter, luminescence, 24 h. Potency, µM (highest dose often 92.2 µM), for the others: at the top dose activity change, positive = activation, usual class: activators. 320,000 compounds, 0.063% hits; note: % of control where 0% means no effect; nearly all actives have a fitted effect of over 45% in size
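H1299 (p53-null), stable ts p53-A138V + BP100-Luc; 1000 cells/well, Opti-MEM/10% FBS; cpd 4 pt, 1:5; 24 h, 37 deg C, 5% CO2; detection reagent 10 min RT; luminescence.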
ELG1 genotoxic = inducers of genotoxicity in HEK293T ELG1-luciferase cells; Potency, µM (top dose mostly 46 µM), for inactives: at the top dose activity change, positive = activation, hits mostly activators; 330,000 compounds, 1.3% hits; HEK293T ELG1-luciferase reporter, luminescence, 16 h; AID 504466; note: % of control where 0% means no effect; nearly all actives have a fitted effect of over 60% in size
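After overnight (16 hr) compound treatment at 37 °C, ELG1-luciferase HEK293T cells were lysed with ONE-Glo; luminescence quantified 30 min later at room temperature.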
FLuc counter = inhibits or activates purified firefly luciferase, miR-21 counter-screen | P08659 | purified FLuc, Km substrates, luminescence inhibition | Potency, µM (series often up to 57.5 µM), without a hit: top-dose activity change, negative = inhibition, hits mostly inhibitors | 360,000 compounds, 6.9% hits;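 note: plate controls were vehicle for no effect and reference inhibitor for full effect; nearly all actives have a fitted effect of over 55% in size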
Target sequence (P08659 whole entry, looked up): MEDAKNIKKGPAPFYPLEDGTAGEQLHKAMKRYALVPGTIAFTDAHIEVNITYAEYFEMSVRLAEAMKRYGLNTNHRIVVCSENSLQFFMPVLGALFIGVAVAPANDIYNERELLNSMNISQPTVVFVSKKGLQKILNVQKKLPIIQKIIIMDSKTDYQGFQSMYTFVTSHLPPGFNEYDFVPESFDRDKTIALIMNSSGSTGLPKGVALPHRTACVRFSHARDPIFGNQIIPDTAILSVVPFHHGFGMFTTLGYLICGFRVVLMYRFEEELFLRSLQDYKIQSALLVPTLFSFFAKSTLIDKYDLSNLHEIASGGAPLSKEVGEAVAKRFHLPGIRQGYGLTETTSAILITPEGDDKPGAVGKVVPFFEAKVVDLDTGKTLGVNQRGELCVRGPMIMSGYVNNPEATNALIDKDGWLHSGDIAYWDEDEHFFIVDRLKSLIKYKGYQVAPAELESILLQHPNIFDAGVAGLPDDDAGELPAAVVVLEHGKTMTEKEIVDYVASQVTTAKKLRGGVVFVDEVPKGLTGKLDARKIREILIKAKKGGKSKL
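Biochemical qHTS of compounds, final roughly 60 µM downward over six points, against 10 nM purified firefly luciferase using Km concentrations of substrates (10 uM D-luciferin, 10 uM ATP) in Tris acetate pH 7.5 buffer; luminescence output.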
NPC1 prom act = activates the NPC1 promoter; 320,000 compounds, 2.4% hits; Potency, µM (series often up to 9.22 µM), inactives show at the highest dose activation, hits mostly activators; AID 485313; Huh7 NPC1 promoter luciferase reporter, 24 h;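 note: % of control where 0% means no effect; nearly all actives have a fitted effect of over 60% in size; reporter is driven by a mutant NPC1 promoter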
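Luciferase expression driven by the NPC1 promoter was measured in stably transfected Huh7 cells after a 24 h compound incubation, using a luciferase reagent and a luminescence read.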
VP16 counter = inhibits Gal4-VP16 luciferase reporter, ROR gamma counter-screen. Drosophila S2 Gal4-VP16 UAS-luciferase, luminescence, 20 h. Potency, µM (highest dose often 53.6 µM), without a hit: at the top dose activity, negative = inhibition, hits mostly inhibitors. 310,000 compounds, 3.5% hits;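 note: Gal4-VP16 expression switched on by copper sulfate through the metallothionein promoter; % is set by controls: 0 for no effect and ±100 for the full control effect; nearly all actives have a fitted effect of over 50% in size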
uPA surface inh = cell surface uPA generation inhibition. cell surface uPA generation assay, qHTS. Potency, µM (highest dose often 38.3 µM), for inactives: top-dose activity change, negative = inhibition, hits mostly inhibitors. 330,000 compounds, 0.31% hits; active = well fitted inhibition curve with a large enough effect; inconclusive = small, poorly fitted or top-dose-only effect; inactive = no such curve, though single readings can be large or run the other way; tested in mouse RAW 264.7 cells; note: % is set by controls: 0 for no effect and ±100 for the full control effect; nearly all actives have a fitted effect of over 55% in size
RORg inh = inhibitors of mouse ROR gamma transcriptional activity. AID 2551. 310,000 compounds, 5.4% hits. Drosophila S2 Gal4-RORgamma UAS-luciferase reporter, 20 h. Potency, µM (top dose mostly 53.6 µM), inactives show at the highest dose activity change, negative = inhibition, usual class: inhibitors. P51450; note: % is set by controls: 0 for no effect and ±100 for the full control effect; nearly all actives have a fitted effect of over 60% in size
Target sequence (P51450 whole entry, looked up, the tested form may be a part): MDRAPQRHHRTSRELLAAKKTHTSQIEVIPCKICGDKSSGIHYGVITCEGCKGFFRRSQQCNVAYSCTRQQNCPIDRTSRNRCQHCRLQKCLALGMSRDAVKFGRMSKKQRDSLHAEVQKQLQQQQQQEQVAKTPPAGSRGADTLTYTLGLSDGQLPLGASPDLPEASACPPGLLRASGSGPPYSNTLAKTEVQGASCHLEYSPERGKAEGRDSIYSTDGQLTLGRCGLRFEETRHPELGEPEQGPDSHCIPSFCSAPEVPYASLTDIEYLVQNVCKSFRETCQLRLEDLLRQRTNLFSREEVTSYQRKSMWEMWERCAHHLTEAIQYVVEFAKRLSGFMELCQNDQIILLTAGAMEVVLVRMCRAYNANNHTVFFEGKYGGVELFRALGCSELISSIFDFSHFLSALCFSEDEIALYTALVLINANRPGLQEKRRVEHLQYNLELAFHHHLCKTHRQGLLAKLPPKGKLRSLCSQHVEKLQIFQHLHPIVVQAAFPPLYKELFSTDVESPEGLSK
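In this cell-based reporter format, copper sulfate (700 uM final) drives Gal4–ROR gamma fusion expression from a metallothionein promoter in Drosophila Schneider cells; compounds preincubated 1 hr, reporter read after 20 hr at ambient temperature.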
MBNL1 CUG block = blocks human MBNL1 binding to CUG repeat RNA. TR-FRET MBNL1-His/biotin-(CUG)12 binding, 665/545 ratio. 280,000 compounds, 0.036% hits. Q9NR56. Potency, µM (top dose mostly 57.5 µM), for inactives: at the top dose activity change, negative = inhibition, usual class: inhibitors; active = well fitted inhibition curve with a large enough effect in the signal ratio, with a control signal flat, not every such curve was filed as active; inconclusive = small, poorly fitted or top-dose-only effect, or effect the other way, or a change in a side signal; inactive = no such curve, though single readings can be large or run the other way; the % refers to the signal ratio; note: % is set by controls: 0 for no effect and ±100 for the full control effect
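Compounds (final 92 nM to 58 uM) are added to His-tagged MBNL1 and biotin-(CUG)12, then terbium anti-His antibody and streptavidin-XL665 (5 nM final). After 60 min at room temperature, the 665/545 nm ratio is read.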
CXXC DNA block = MLL CXXC-DNA interaction inhibition. Potency, µM (doses to about 115 µM), inactives show at the top dose activity change, negative = inhibition, hits mostly inhibitors. AID 2662. 290,000 compounds, 0.037% hits. MLL-CXXC / FITC-HOXA9 DNA fluorescence polarization. Q03164; active = well fitted inhibition curve with a large enough effect in the polarisation, with a control signal flat, not every such curve was filed as active; inconclusive = small, poorly fitted or top-dose-only effect, or effect the other way, or a change in a side signal; inactive = no such curve, though single readings can be large or run the other way; the % refers to the polarisation
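Fluorescence polarization: 7 uM MLL-CXXC (stock) preincubated 5 min with compounds, then 50 nM fluorescein-HOX-A9 DNA (stock) added; 30 min ambient. Buffer 50 mM Tris-HCl pH 7.5, 50 mM NaCl, 1 mM DTT, 0.05% BSA.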
BRCA1 expr up = activators of BRCA1 expression. MCF7-BRCA1-FFLuc reporter, luminescence, 48 h; response scale: scaled: vehicle 0%, 10 µM genistein 100%. Potency, µM (highest dose often 46.1 µM), without a hit: at the top dose activation, actives largely listed as activators. 380,000 compounds, 1.1% hits. AID 624202; note: nearly all actives have a fitted effect of over 80% in size; some results filed as inactive show a strong effect at the top dose
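MCF7 cells carrying a BRCA1-firefly luciferase reporter (2000 cells/well, phenol-red free MEM) were attached for 2 h at 37 °C, then given compounds for 48 h. Luminescence was read 15 min after luciferase reagent; activity normalized to genistein (10 microM) and DMSO.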
Rab9 prom act = activates the Rab9 promoter; Huh7 Rab9 promoter-luciferase reporter, luminescence, 24 h; Potency, µM (top dose mostly 9.22 µM), inactives show at the highest dose activation, negative = inhibition, actives largely listed as activators; 320,000 compounds, 2.8% hits; AID 485297; note: % of control where 0% means no effect; nearly all actives have a fitted effect of over 60% in size
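Rab9 promoter-driven luciferase in stably transfected Huh7 cells; 1500 cells/well rested 2 h, exposed to compound in DMSO for 24 h at 37 °C, 5% CO2. Luminescence read 10 min after adding luciferase reagent at ambient temperature.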
Active calls of the source: *; ? = inconclusive; / = not tested or not shown; & = joins results of further samples; [ ] = dose if it differs, or a comment. Unless noted, calls come from the whole dose curve; as a rule, active = well fitted curve in the direction sought with a large enough effect; inconclusive = small, poorly fitted or top-dose-only effect, or another doubt; inactive = no such curve, though single readings can be large; an effect the other way counts as inactive or inconclusive. Potency is the fitted concentration of half-maximal effect. An excerpt; the hit share may differ from the screen's.

Below each compound – p53 reactivator, ELG1 genotoxic, FLuc counter, NPC1 prom act, VP16 counter, uPA surface inh, RORg inh, MBNL1 CUG block, CXXC DNA block, BRCA1 expr up, Rab9 prom act
1) COc1ccccc1NS(=O)(=O)c1cc(NC(=O)c2cccs2)ccc1N1CCCC1
 : -1.8%, 5.8%, ?, -1.0%, -9.6%, 2.3%, -4.4%, /, 0.2%, -38.6%, -6.9%
2) O=C(c1ccc(Cl)cc1)N1CCc2c([nH]c3ccccc23)C1C(F)(F)F (configuration not stated)
 : 8.8%, -5.3%, -2.9%, 0.8%, -9.8%, 4.1%, ?, 11.3%, 5.9%, -35.7%, -3.6%
3) Cc1cccc(C(=O)OCC(=O)N2CCCC2=O)c1[N+](=O)[O-]
 : 8.2%, 1.7%, 2.3%, 1.5%, /, -0.5%, /, /, /, 4.1%, 1.1%
4) Cc1ccc(CNC(=O)C2CCC(=O)N(Cc3ccc(Cl)cc3)C2)cc1F (configuration not stated)
 : 0.1%, -2.4%, 1.1%, 2.5%, 15.9%, 8.5%, 0.0%, -6.1%, -4.9%, -22.6%, 0.0%
5) CCc1ccccc1N(CC(=O)N1CCN(c2ccc(F)cc2)CC1)S(C)(=O)=O
 : -5.6%, -5.7%, 3.8%, -3.9%, -2.6%, -0.8%, 13.8%, -7.6%, -1.2%, -1.2%, -2.9%
6) COc1ccc(NCC(O)Cn2c(C)c(C)c3ccccc32)cc1 (configuration not stated)
 : -3.7%, -3.5%, -8.1%, -4.8%, -26.4%, -1.0%, 6.4%, -6.6%, -2.5%, -46.9%, -3.9%
7) CCc1c(C(=O)NN2C(=O)C3CCCCC3C2=O)csc1C (configuration not stated)
 : 18.3%, -3.1%, ?, 5.9%, -5.2%, 2.6%, ?, -2.1%[11.5 µM], 11.4%, -5.8%, 7.9%
8) CCOC(=O)c1sc(NC(=O)C(CC)Sc2nccn2C)nc1C (configuration not stated)
 : -1.3%, -0.4%, 4.5%, -4.2%, -14.2%, ?, ?, -2.6%, -6.0%, 6.6%, -2.9%
9) Cc1ccnc(NC(=O)CCC(=O)c2cccs2)c1
 : -6.1%, ?, 0.338µM*, ?, /, -15.7%, /, /, /, -44.9%, ?
10) COc1ccc(CN2CC(C(=O)NCCC(C)C)CC2=O)cc1 (configuration not stated)
 : 0.3%, ?, 4.9%, -2.4%, -3.4%[10 µM], 1.2%, 5.8%, -2.4%, 0.6%, 3.8%, -4.4%
11) Cc1nn(CC2CC2)c(=O)n1-c1ccccc1F
 : 0.6%, 11.0%, -0.6%, -3.4%, 8.5%, 1.0%, -1.8%, 0.8%, 2.5%, -2.9%, 4.4%
12) Cc1cc(N2C(=O)CC(N3CCN(C(c4ccccc4)c4ccccc4)CC3)C2=O)no1 (configuration not stated)
 : -4.8%, 2.9%, -0.9%, -7.1%, 18.3%, -6.8%, 6.4%, -11.1%, 2.3%, 4.7%, 1.8%
13) O=C(COc1ccc(Cl)cc1)N1CCCC1
 : ?, 7.5%, ?, 10.9%, -1.7%, 5.8%, 0.8%, -4.9%, -1.7%, 14.5%, 12.4%
14) C/C(=N\NC(=O)C1CC1c1ccccc1)c1cccc([N+](=O)[O-])c1 (configuration not stated)
 : -8.0%, 3.7%, 1.1%, -0.1%, ?, 0.0%, -41.6%, -3.4%, -9.6%, -22.3%, 7.8%
15) CC(=O)Nc1ccc(-c2cn3cccnc3n2)cc1
 : ?, ?, ?, ?, -2.4%, /, -0.5%, ?, -1.1%, 73.5%, ?
16) Cc1cc(C)n2nc(S(=O)(=O)N(CC(C)C)CC(C)C)nc2n1
 : -1.5%, -3.5%, 0.9%, -3.0%, -3.4%, 10.9%, -13.9%, 26.6%, 5.5%, 0.0%, -3.9%
17) Cc1cccc(NC(=O)CSc2nc3[nH]ncc3c(=O)n2-c2ccccc2)c1
 : -5.0%, 4.2%, ?, -0.6%, -8.8%, /, ?, -15.0%[11.5 µM], 4.4%, /, 1.4%
18) Nc1nnnn1/N=C/c1ccccc1OCc1ccc(Cl)cc1
 : 1.8%, 15.5%, 2.2%, 1.5%, -16.6%, 0.2%, -37.4%, 14.8%, 8.2%, -28.0%, -8.4%
19) Cc1ccccc1NC(=O)CSc1nc(N)c(C#N)cc1C#N
 : -1.6%, 0.9%, 4.9%, -2.5%, 3.3%, /, -29.2%, ?, 2.8%, -9.0%, -0.4%
20) COc1nc(C)nc2c1sc1nc3c(cc12)COC(C)(C)C3
 : ?, 8.2µM*, 13.5µM*, 2.51µM*, -16.4%, 1.0%, -24.2%, -0.8%, -26.2%, ?, 2µM*
21) COCNc1nc(OCC#N)nc(N(C)C)n1
 : 2.6%, -5.3%, 8.1%, -6.4%, -1.2%, -0.5%, 4.0%, -0.2%, 2.7%, -3.1%, -11.4%
22) COc1ccc2sc3ccccc3c(=O)c2c1
 : 17.6%, ?, 6.75µM*, ?, -9.6%, -2.3%, -30.3%, ?, 0.1%, 5.62µM*, ?
23) CC(C)(C)C(=O)/C=C(\N)c1ccncc1
 : -0.6%, -3.0%, -2.9%, -1.3%, -9.3%, -12.5%, -15.9%, 3.6%, 19.1%, -43.2%, -6.8%
24) O=C(NC1CCCC1)C(c1ccco1)N(C(=O)c1ccco1)c1ccc(F)cc1 (configuration not stated)
 : -7.5%, -3.3%, 1.7%, -4.4%, -7.4%, 25.8%, -1.4%, 1.2%, 35.7%[activator], -15.0%, -0.9%
25) Cc1cc(NS(=O)(=O)c2ccc(NC(=S)NC(=O)c3cccc(S(=O)(=O)N(C)C)c3)cc2)no1
 : 5.7%, -0.3%, -3.3%, -3.3%, 8.0%, 3.5%, 32.8%, -4.1%, 8.1%, 0.0%, -3.5%
26) Cc1ccc(C)n1Cc1ccccc1Cl
 : -1.4%, 10.3%, 3.5%, -0.6%, -3.2%, -4.1%, -7.3%, 1.4%, 11.3%, 0.0%, -0.1%
27) C/C(=N\NC(=S)Nc1c(C)cccc1C)c1ccc(OC(F)F)cc1
 : -7.7%, -4.2%, 1.4%, -1.3%, 5.62µM*, 67.4%[activator], 3.16µM*, 10.9%, 15.5%, -75.1%, -0.9%
28) COC(=O)CNC(=O)COC(=O)/C=C/c1ccc(F)cc1
 : 3.1%, -2.5%, 3.3%, -2.7%, -18.3%, 2.1%, 9.5%, -0.2%, 10.6%, -8.4%, -3.0%
29) O=C(N/N=C/c1cc(Br)c(O)c(Br)c1)c1cc2c(ccc3ccccc32)o1
 : 10.0%, -0.5%, 3.01µM*, 1.2%, ?, -7.4%, ?, 7.9%, 24.2%, -17.7%, 0.2%
30) COc1ccc(C(=O)NCC(C)C)c(OC)c1
 : 9.6%, 0.1%, 3.4%, -2.9%, -6.2%, -5.5%, 29.2%, -0.6%, -1.5%, 3.8%, -0.4%
31) O=C(CCSCc1ccccc1)Nc1ccc2c(c1)OCCO2
 : 11.7%, 7.1%, 9.53µM*, -1.6%, 6.1%, -58.9%, 31.9%, 2.0%, -1.8%, 36.8%, 10.0%
32) COc1ccc(OC)c([N+](=O)[O-])c1C(N)=O
 : 10.6%, 1.8%, 0.0%, 1.7%, 0.6%, 1.9%, 9.2%, 17.6%, 3.3%, -9.6%, -4.1%
33) CCN(c1ccccc1)S(=O)(=O)c1cc2c(cc1C)NC(=O)CO2
 : 4.4%, -1.7%, 0.7%, -2.7%, 7.2%, -26.9%, -13.9%, -4.3%, /, -21.5%, 5.6%
34) Cc1cccc(N2CCN(C(=O)c3noc4c3COc3ccc(C)cc3-4)CC2C)c1 (configuration not stated)
 : 8.4%, -7.1%, -4.8%&-6.7%, -1.6%, 4.5%, -5.4%, 12.0%, -3.8%, /, 29.1%&-7.0%, 11.8%
35) COc1cc(-c2n[nH]c(=S)n2/N=C/c2cccn2C)cc(OC)c1OC
 : 3.3%, ?, -10.9%, -2.7%, -1.6%, -1.3%, -14.5%, -4.8%, 0.5%, -23.4%, -5.4%

NPC1 prom act, hit marks shown above.
| # | SMILES | p53 reactivator | NPC1 prom act | uPA surface inh | RORg inh | MBNL1 CUG block | CXXC DNA block | Rab9 prom act |
| --- | --- | --- | --- | --- | --- | --- | --- | --- |
| 20 | COc1nc(C)nc2c1sc1nc3c(cc12)COC(C)(C)C3 | ? | 2.51µM* | 1.0% | -24.2% | -0.8% | -26.2% | 2µM* |
